# Bioassay records: PubChem, several laboratories
# TMEM16A inh: inhibitors of mouse TMEM16A calcium-activated chloride channel; HEK293 TMEM16A/YFP iodide influx fluorescence, ionomycin; AID 588511; Q8BHY3; normalized B-score (activity score, 25-100; higher = stronger inhibition) at 10 µM; actives 1.2% (n = 310,000);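 active = ratio plate-corrected score three or more library SD toward inhibition, starting fluorescence score within five deviations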;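 also: score derived from kinetic fluorescence span divided by baseline fluorescence per well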
# RGS4 block: human RGS4 inhibition; HEK293 M3R/RGS4 inducible, Fluo-4 calcium flux; stronger effect = higher value; triggered by carbachol at its EC20; B-score at 10 µM; actives 0.45% (n = 310,000);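 active = B-score, a plate-corrected calcium signal, over three deviations above library mean, with baseline fluorescence within five deviations of library mean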;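 also: RGS4 expression induced by doxycycline in cells with stable M3 receptor; B-score is computed from the integrated fluorescence ratio over baseline after carbachol; higher B-score means a larger calcium signal and so more RGS4 inhibition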
# Target sequence (P49798 whole entry, looked up): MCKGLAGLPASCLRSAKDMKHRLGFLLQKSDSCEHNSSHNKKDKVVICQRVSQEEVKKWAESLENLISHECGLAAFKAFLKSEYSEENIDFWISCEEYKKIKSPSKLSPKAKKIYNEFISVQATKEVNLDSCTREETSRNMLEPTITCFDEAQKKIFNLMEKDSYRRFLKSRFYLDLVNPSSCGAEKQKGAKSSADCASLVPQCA
# RGS4 pot: RGS4 potentiation or activation | actives 0.92% (n = 310,000) | B-score at 10 µM | HEK293 M3R/inducible RGS4, carbachol calcium flux Fluo4; stronger effect = lower value;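 active = B-score of the integrated calcium signal more than 4 SD below the library mean, with starting fluorescence not abnormally high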;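 also: negative B-score means reduced calcium response which marks RGS4 activation or potentiation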
#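 test system = M3R-expressing HEK293 line, RGS4 induced by doxycycline | probe or stimulus = carbachol at ECmax as muscarinic agonist stimulus | timing = dye loading 30 min 37 °C, buffer rest 30 min RT | signal = calcium dye Fluo4 fluorescence | evaluation = B score from integrated fluorescence ratio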
# SKKanGAS inh: inhibitors of SKKanGAS S. pyogenes growth in kanamycin (SK-promoter or general growth effect) | BacTiter-Glo, 6 h | inhibition, % at 7.5 µM | actives 1.3% (n = 300,000);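 active = mean replicate score, as percent of positive control median, at least 50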;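 also: strain carries kanamycin resistance gene driven by streptokinase promoter and grows in 40 µg/ml kanamycin; loss of luminescence reflects streptokinase promoter inhibition or plain growth inhibition; 0% = median of DMSO wells and 100% = positive control at its reference dose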
# TMEM16A act: activates or potentiates the mouse TMEM16A chloride channel. Q8BHY3. B-score at 10 µM. AID 623877. actives 0.3% (n = 340,000). HEK293 TMEM16A/YFP-H148Q/I152L, iodide quench fluorescence; stronger effect = lower value;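 active = fluorescence-ratio B-score plate-corrected deviation score at least 3 library SD below zero, with starting fluorescence score within 5 deviations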;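 also: channel opened by trigger with iodide after compound preincubation; score built on the fluorescence ratio of max minus min over baseline; more negative score means more quench and so TMEM16A activation or potentiation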
# HDAC3 inh: human HDAC3 inhibition; inhibition, % at 8.3 µM; O15379; actives 0.15% (n = 320,000); recombinant HDAC3, fluorogenic peptide/trypsin coupled, fluorescence; AID 2718; in the data active = inhibition above about 26%, passing the limit was not always enough
# TRPC6 inhibitor: inhibitors of mouse TRPC6 channel | HEK293-TRPC6, membrane potential dye, ACh-evoked depolarization; stronger effect = lower value | Q61143 | B-score at 10 µM | AID 2553 | actives 1.1% (n = 310,000);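 active = B-score under library mean minus 3 SD, initial fluorescence not abnormally high, positive integrated signal ratio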;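 also: B-score derived from integrated fluorescence ratio over the kinetic read; more negative B-score means stronger inhibition of depolarization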
# Target sequence (Q61143 whole entry, looked up): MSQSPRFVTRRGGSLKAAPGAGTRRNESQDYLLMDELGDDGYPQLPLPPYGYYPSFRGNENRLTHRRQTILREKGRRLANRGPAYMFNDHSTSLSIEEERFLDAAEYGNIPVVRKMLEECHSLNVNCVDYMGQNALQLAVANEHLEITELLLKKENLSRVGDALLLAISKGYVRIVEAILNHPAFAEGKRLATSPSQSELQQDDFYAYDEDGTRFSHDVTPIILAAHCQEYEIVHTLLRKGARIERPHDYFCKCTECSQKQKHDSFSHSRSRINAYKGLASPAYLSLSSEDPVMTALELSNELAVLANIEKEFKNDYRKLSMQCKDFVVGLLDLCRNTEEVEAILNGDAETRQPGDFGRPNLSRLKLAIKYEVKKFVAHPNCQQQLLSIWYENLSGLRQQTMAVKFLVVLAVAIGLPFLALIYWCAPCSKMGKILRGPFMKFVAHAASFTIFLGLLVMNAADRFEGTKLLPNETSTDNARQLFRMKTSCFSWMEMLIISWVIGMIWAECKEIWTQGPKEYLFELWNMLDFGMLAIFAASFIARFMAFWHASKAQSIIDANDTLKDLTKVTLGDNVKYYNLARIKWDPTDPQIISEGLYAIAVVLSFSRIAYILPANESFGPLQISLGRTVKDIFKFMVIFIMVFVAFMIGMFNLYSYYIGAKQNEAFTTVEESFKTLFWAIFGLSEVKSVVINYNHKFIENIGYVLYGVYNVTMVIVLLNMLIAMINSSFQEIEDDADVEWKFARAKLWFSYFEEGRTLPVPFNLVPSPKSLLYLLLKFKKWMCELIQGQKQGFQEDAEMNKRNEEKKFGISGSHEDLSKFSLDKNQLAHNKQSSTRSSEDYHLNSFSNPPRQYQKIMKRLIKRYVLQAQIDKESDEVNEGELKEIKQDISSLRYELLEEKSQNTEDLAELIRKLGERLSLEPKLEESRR
# MrgX1 agonist: agonists of human MrgX1 receptor; MrgX1-HEK293 cells, Fluo-4 calcium fluorescence, agonist mode; stronger effect = higher value; B-score at 10 µM; actives 0.44% (n = 310,000);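 active = calcium response B-score plate-corrected fluorescence ratio at least 3 library SD, with starting fluorescence B-score inside 5 SD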
#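 Assay system: MrgX1-expressing HEK293 cells / Amount: fifteen thousand cells per well / Doses: test compound in the initial addition of three / Timing: cells plated overnight, dye loaded 0.5 h 37 °C, 0.5 h room temperature / Technique: kinetic calcium dye fluorescence, Fluo-4 NW / Control set: positive and negative controls per plate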
# TRPC6 activator: activators of mouse TRPC6 channel | HEK293-TRPC6 membrane potential dye fluorescence; stronger effect = higher value | B-score at 10 µM | actives 0.13% (n = 310,000);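 active = B-score of the integrated fluorescence ratio above library mean plus 3 SD, and starting fluorescence ratio within library mean plus 5 SD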;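 also: higher score means more depolarization so channel activation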
# MrgX1 antagonist: antagonists of human MrgX1 receptor | Q96LB2 | MRGX1-HEK293 calcium flux, Fluo-4, BAM8-22 antagonism; stronger effect = lower value | B-score at 10 µM | actives 1.3% (n = 310,000) | AID 588676;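 active = calcium-response B-score plate-corrected more than 3 library SD below zero, starting fluorescence within 5 deviations, no agonist response on first addition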;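 also: peak minus trough fluorescence over baseline after final BAM8-22 challenge near maximal dose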
# MrgX1 PAM: human MrgX1 positive allosteric modulation, primary screen; AID 588675; actives 0.63% (n = 310,000); B-score at 10 µM; Q96LB2; MrgX1-HEK293, Fluo-4 calcium flux, FDSS; stronger effect = higher value;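 active = plate-corrected calcium response at least 3 library SD above typical, normal starting fluorescence, not activating the receptor alone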;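 also: compound read alongside a low EC10 to EC30 dose of BAM8-22 agonist; peak minus trough fluorescence over baseline measured at the second addition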
# * = called active by the depositor; i = inactive; . = no result given.
# Each structure is followed by: TMEM16A inh, RGS4 block, RGS4 pot, SKKanGAS inh, TMEM16A act, HDAC3 inh, TRPC6 inhibitor, MrgX1 agonist, TRPC6 activator, MrgX1 antagonist, MrgX1 PAM
> Oc1ccc(CN2CCN(c3ccccc3)CC2)c2cccnc12
    i, i, i, 55*, i, -3, i, i, i, i, i
> Cc1ccc(S(=O)(=O)N2CCCCC2CCNC(=O)C(=O)NCC2CCCO2)cc1 (stereo unspecified)
    i, i, i, ., i, -5, i, i, i, i, i
> Cc1ccccc1NC(=O)c1cc2ccccc2o1
    i, i, i, 5, i, 0, i, i, i, i, i
> c1cnc2ccc(C(c3nnnn3C3CCCCC3)N3CCN(C4CCCCC4)CC3)cc2c1 (stereo unspecified)
    i, i, i, 1, i, 0, i, i, i, i, i
> COC(=O)c1oc2ccc(Br)cc2c1NC(=O)CCN1CCOCC1
    i, i, i, 3, i, -5, i, i, i, i, i
> Cc1ccccc1-c1noc(-c2ccccc2C(=O)NCC2CCCO2)n1 (stereo unspecified)
    i, i, i, 1, i, 2, i, i, i, i, i
> CCOC(=O)N1CCN(c2c(NCCCN(CC)CC)c(=O)c2=O)CC1
    i, i, i, 10, i, -1, i, i, i, i, i
> Cc1ccc(-n2cc(C(=O)c3cc(Cl)ccc3O)cc(C#N)c2=O)cc1
    25*, i, i, 11, i, 13, i, i, i, i, i
> COc1cc([N+](=O)[O-])ccc1NC(=O)CSc1nncn1-c1cccnc1
    i, i, i, -1, i, 7, i, i, i, i, i
> CC(C)(C)NC(=O)C[n+]1ccc(C(N)=O)cc1
    i, i, i, -9, i, -3, i, i, i, i, i
> COCCn1c(SCC(=O)N2CCN(c3ccccc3)CC2)nc2c(c1=O)SC(C)C2 (stereo unspecified)
    i, i, i, -3, i, 0, i, i, i, i, i
> COc1ccc(CNc2ccc([N+](=O)[O-])cn2)cc1
    i, i, i, -3, i, 3, i, i, i, i, i
> CC1=C(C(N)=O)C(c2ccc(Cl)cc2)NC(=O)N1 (stereo unspecified)
    i, i, i, 7, i, -2, i, i, i, i, i
> CN(c1ccc(OCC(=O)OCC(=O)NC2CCCC2)cc1)S(=O)(=O)c1ccc2ccccc2c1
    i, i, i, 0, i, 1, i, i, i, i, i
> CC(C)CCn1c(CN2CCN(Cc3ccccc3)CC2)nc2c1c(=O)n(C)c(=O)n2C
    i, i, i, 8, i, 5, i, i, i, i, i
> COc1cc2c(cc1OC)C(C)N(C(=O)[C@@H](NC(=O)c1ccccc1)C(C)C)CC2 (stereo partly specified)
    i, i, i, 0, i, 3, i, i, i, i, i
> COc1ccc(-c2cnn3cc(-c4cccc(Cl)c4)cnc23)cc1
    i, i, i, 3, i, -3, i, i, i, i, i
> CSc1cccc(NC(=S)N(C(C)C)C(C)c2ccccn2)c1 (stereo unspecified)
    25*, i, i, -3, i, 0, i, i, i, i, i
> CCn1cc(CNC(=S)Nc2cccc(Cl)c2C)cn1
    i, i, i, -3, i, 0, i, i, i, i, i
> COc1cccc2cc(-c3nnc(SCC(=O)Nc4nc(C)cs4)n3C)oc12
    i, i, i, 9, i, 2, i, i, i, i, i
> CCOC(=O)C(CC(=O)O)=C(c1ccccc1)c1ccccc1
    i, i, i, 1, i, 1, i, i, i, i, i
> [O-][n+]1c2c(nn1-c1ccccc1)/C(=N/O)CCC2
    i, i, i, -10, i, 3, i, i, i, i, i
> CCCc1nc2n[nH]c(N)c2c2c1COC(C)(C)C2
    i, i, i, -8, i, -5, i, i, i, i, i
> O=C(Nc1ccc(Cl)cn1)c1ccc2[nH]c(=O)c(=O)[nH]c2c1
    i, i, i, -4, i, -4, i, i, i, i, i
> C[C@H]1CN(Cc2ccccc2)C(=O)[C@@H]1CC(=O)NCc1ccccc1
    i, i, i, 1, i, 3, i, i, i, i, i
> CCN(/N=C/c1cccs1)c1cc(=O)n(C)c(=O)[nH]1
    i, i, i, 6, i, 15, i, i, i, i, i
> Cn1c(O)c(C=Nc2ccc(Br)cc2)sc1=O
    i, i, i, 12, i, 0, i, i, i, i, i
> Cc1cc(C)c(OCCCCNCc2ccccc2)c(Cl)c1
    i, i, i, 2, i, 4, i, i, i, i, i
> CN(C)CCNc1oc(/C=C/c2ccccc2)nc1C#N
    i, i, i, -7, i, -299, i, i, i, i, i
> COC(=O)C(C(=O)OC)c1ncccc1[N+](=O)[O-]
    i, i, i, 0, i, -1, i, i, i, i, i
> N=c1c(-c2nc3ccccc3[nH]2)cc(C(=O)c2cccs2)nn1-c1ccc(Cl)cc1
    i, i, i, 43, ., -10, -6.2*, i, i, i, i
> CCN1C(=O)[C@H]2[C@@H](c3ccc(-c4ccc(OC)cc4)c(OC)c3)N[C@@](C)(C(=O)OC)[C@H]2C1=O
    i, i, i, 1, i, -7, i, i, i, i, i
> O=C(CN1CCCCC1)Nc1nc(-c2ccc(F)c(F)c2)cs1
    i, i, i, 1, i, -6, i, i, i, i, i
> CCO[C@@H]1OC(C(=O)NCc2nc3ccccc3[nH]2)=C[C@H](c2ccccc2)[C@H]1CCCO
    i, i, i, 3, i, -1, i, i, i, i, i
> COCCNC(=O)c1ccc(CS(=O)(=O)c2cccc(C(F)(F)F)c2)o1
    i, i, i, 3, i, 1, i, i, i, i, i
> COc1ccccc1Cn1cccc1C=O
    i, i, i, 4, i, 6, i, i, i, i, i
> Oc1ccccc1CNc1ccc(OC(F)(F)F)cc1
    i, i, i, 21, i, 2, i, i, i, i, i
> CCOc1cccc(C(=O)Nc2cccc(NC(=O)c3ccco3)c2)c1
    i, i, i, 1, i, 2, i, i, i, i, i
> Cc1ccc(S(=O)(=O)N2C(=O)CCC2C(=O)N2CCN(C)CC2)cc1 (stereo unspecified)
    i, i, i, ., i, -2, i, i, i, i, i
> O=C(N/C(=C/c1ccco1)C(=O)N1CCOCC1)c1ccccc1Br
    i, i, i, -2, i, 6, i, i, i, i, i
> C=CCn1c(SCc2cc(=O)n3cc(C)ccc3n2)nnc1-c1cccc(C)c1
    i, i, i, -2, i, 4, i, i, i, i, i
> COc1cccc(NC(=O)CSc2nnc(Cc3ccc(C)cc3)c(=O)n2N)c1
    i, i, i, -1, i, 4, i, i, i, i, i
> CC(C)COc1ccc(C(=O)Nc2scc(-c3ccc(Cl)cc3Cl)c2C(N)=O)cc1
    i, i, i, 1, i, -16, i, i, i, i, i
> COc1cccc(/C=C2\N=C(c3c(-c4ccccc4)noc3C)OC2=O)c1OC
    i, i, i, -4, i, -5, i, i, i, i, i
> CCOC(=O)N1CCN(CC(O)COc2ccc(C)c(C)c2)CC1 (stereo unspecified)
    i, i, i, -2, ., -4, i, i, i, i, i
> Cc1cccc2cc(CN(Cc3nnnn3Cc3ccccc3)C3CCCC3)c(=O)[nH]c12
    i, i, i, 0, ., 7, i, i, i, i, i
> Cc1cc(C)c(C(=O)COC(=O)[C@H](C)Nc2ccc(C(F)(F)F)cc2[N+](=O)[O-])c(C)c1
    i, i, i, 14, i, 4, i, i, i, i, i
> CSc1nnc(-c2cc3c(-c4ccccc4)nn(C)c3s2)n1C
    i, ., ., -4, i, 1, ., i, ., i, i
> COCCCNC(=S)N/N=C/c1ccc2ccccc2c1
    i, i, i, -3, i, 2, i, i, i, i, i
> COc1cc2c(cc1OC)CN(S(=O)(=O)/C=C/c1ccccc1)CC2
    i, i, i, 0, i, -5, i, i, i, i, i
> C/C(=N\NC(N)=S)C1C2C3CC4C5CC(C42)C1C53 (stereo unspecified)
    i, i, i, -10, i, 2, i, i, i, i, i
> NC(=O)N/N=C/c1ccc2cccc(OCc3ccccc3)c2n1
    i, i, i, -2, i, -34, i, i, i, i, i
> COc1ccc(NC(=O)NCCCN2CCN(c3ccccc3F)CC2)cc1
    i, i, i, -4, i, ., i, i, i, i, i
> Cc1cccc(C(C)C)c1NC(=O)COC(=O)Cc1ccsc1
    i, i, i, -3, i, 6, i, i, i, i, i
> O=C(O)c1ccc(C2Nc3ccccc3C(=O)N2Cc2ccccc2)cc1 (stereo unspecified)
    i, i, i, -2, i, -28, i, i, i, i, i
> CCc1ccccc1Oc1ccc(S(=O)(=O)N2CCN(C)CC2)cn1
    i, i, i, -13, i, 1, i, i, i, i, i
> Cc1nc(NC(=O)CCl)sc1C(=O)N(C)C
    i, i, i, -8, i, -8, i, i, i, i, i
> CC1(CCc2ccccc2)NC(=S)N(c2ccc(Cl)cc2)N1 (stereo unspecified)
    i, i, i, 0, i, -4, i, i, i, i, i
> COCCNC(=O)CN1C(=O)NC2(CCCc3cc(OC)ccc32)C1=O (stereo unspecified)
    i, i, i, 0, i, 0, i, i, i, i, i
> NC(=O)NOCc1ccccc1
    i, i, i, -3, i, 5, i, i, i, i, i

# Later entries.
# Each structure is followed by: TMEM16A inh, RGS4 block, RGS4 pot, SKKanGAS inh, TMEM16A act, HDAC3 inh, TRPC6 inhibitor, MrgX1 agonist, TRPC6 activator, MrgX1 antagonist, MrgX1 PAM
> Cn1c(=O)c2[nH]c(SCC(=O)c3ccc(F)cc3)nc2n(C)c1=O
    i, i, i, 19, i, -5, i, i, i, i, i
> COc1ccccc1CCNC(=O)CCCn1nc(C)c2c(C)n(-c3ccc(C)cc3)nc2c1=O
    i, i, i, 10, i, 4, i, i, i, i, i
> CC(=O)Nc1ccc(S(=O)(=O)Oc2ccc(C=O)cc2)cc1
    i, i, i, -3, i, -1, i, i, i, i, i
> O=C(c1cn(-c2ccccc2)nc1-c1cccnc1)N1CCCC(C(F)(F)F)C1 (stereo unspecified)
    i, i, i, -4, i, 5, i, i, i, i, i
> O=C(CSc1nnc(-c2ccccc2F)n1C1CCCCC1)N1CCCC1
    i, i, i, 16, i, -2, i, i, i, i, i
> O=c1[nH]cc(S(=O)(=O)N2CCOCC2)c(=O)[nH]1
    i, i, i, 7, i, -5, i, i, i, i, i
> COc1ccc(Cn2c(=O)[nH]c3cc(C(=O)NCCCN4CCCCC4)ccc3c2=O)cc1
    i, ., ., ., i, 4, ., i, ., i, i
> COc1cccc(C(=O)C2CCCN(Cc3ccc(OC)c(Cn4cncn4)c3)C2)c1 (stereo unspecified)
    i, i, i, 13, i, 8, i, i, i, i, i
> CCOC(=O)c1c(C)[nH]c(C)c1-c1ccccc1OC
    i, i, i, -1, i, 4, i, i, i, i, i
